INS-1E GSIS act = GLuc luminescence reporter in INS-1E cells, primary screen for activators of glucose-dependent secretion of insulin | INS-1E GLuc reporter insulin secretion, 2-3 h | activation, % at 16.6 µM | 0.61% of 370,000 active | AID 743287;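 active = lowest replicate activation of at least 40%, so every replicate reaches that level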;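 also: 0% = median of neutral control wells and 100% = median of IBMX positive control wells; some compounds called inactive have numbers as strong as hits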
Xi reactivation = X-chromosome reactivation activator. XiGFP mouse fibroblasts, % GFP-positive cells imaging, 3 d; cells co-treated with 5-aza-dC sensitizer; scaled so ellipticine positive control = 100%. activation, % at 7.58 µM. 0.055% of 360,000 active;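 active = mean normalized replicate activation at least 10% and every replicate at or above 10%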;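 also: 0% = median of on-plate neutral control wells and 100% = ellipticine 6 µM median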
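Assay system – SV40-immortalized XiGFP fibroblast cells, line 68-5-11 · Buffer or medium – DMEM supplemented with 5-aza-dC as sensitizing agent · Dosing – one concentration, pinned · Benchmarks – positive control ellipticine, 6 µM final · Times – 3 days compound exposure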
Active calls of the source: *; & = joins results of further samples. Some of the compounds tested, so the mix of outcomes need not match the whole.

Sample of the layout (2 entries):
SMILES	INS-1E GSIS act	Xi reactivation
COc1ccc2c3c(n(C)c2c1)[C@@H](CO)N(Cc1cccnc1)CC31CCN(Cc2cccnc2)CC1	-18.1	0.6
O=C1Nc2ccccc2OCc2cn(nn2)CC[C@H]1Cc1ccc(-c2ccccc2)cc1	-27.3	0.0

The list itself, from the first entry:
SMILES	INS-1E GSIS act	Xi reactivation
COc1ccc2c3c(n(C)c2c1)[C@@H](CO)N(Cc1cccnc1)CC31CCN(Cc2cccnc2)CC1	-18.1	0.6
O=C1Nc2ccccc2OCc2cn(nn2)CC[C@H]1Cc1ccc(-c2ccccc2)cc1	-27.3	0.0
C=CCN(CC=C)C(=S)NC(=O)c1ccc(C)c(Br)c1	12.3	0.4
COc1cc(CNc2cccc(C(=O)O)c2)cc(Br)c1OCC(=O)NC(C)(C)C	20.4	0.6
COc1ccc(-c2[nH]ncc2C=O)cc1	2.2	-0.2
CO[C@@H]1CN(C)C(=O)c2ccc(NC(=O)NC3CCCCC3)cc2OC[C@@H](C)N(C(C)=O)C[C@H]1C	-0.3	0.4
C[C@H](CO)N1C[C@H](C)[C@@H](CN(C)Cc2ccc3c(c2)OCO3)OCc2ccccc2-c2c(n(C)c3ccccc23)C1=O	-29.0	-0.3
Cc1cc(C)c(NC(=O)COC(=O)Cc2ccsc2)c(C)c1	10.9	0.1
O=C(NCCC1=CCCCC1)C(=O)c1c[nH]c2ccccc12	-8.7	0.3
Cc1c(NC(=O)C(=O)/C=C(\O)c2ccc(Br)cc2)c(=O)n(-c2ccccc2)n1C	-17.9	0.1
CC(C)NC(=O)NC(=O)CSc1ccccc1F	5.2	0.0
Cn1c(N)c(C(=O)COC(=O)CNS(=O)(=O)c2cccc(Cl)c2)c(=O)n(C)c1=O	-9.8	0.1
CCC(=O)N1CC(=O)N2[C@H](C1)[C@H](c1ccc(C3=CCCCC3)cc1)[C@@H]2CO	6.8	0.0
O=C1N[C@@H](Cc2ccccc2)COCc2cnnn2CC[C@H]1Cc1cccc(F)c1	7.7	0.0
CC[C@@H]1CC=CC[C@H](C)Oc2ccccc2C(=O)N(C)[C@@H](C(C)C)C(=O)N1 (mixture of isomers)	-8.1	0.0
COc1ccccc1NS(=O)(=O)c1ccc(N/N=C/c2c(C)nn(-c3ccccc3)c2N2CCCC2)c([N+](=O)[O-])c1	-26.5	0.0
COc1cc(/C=C/C(=O)NCCN2CCOCC2)cc(OC)c1OC	6.1	0.2
O=c1oc2ccccc2cc1-c1nc2c(s1)CCc1ccccc1-2	4.6	0.0
O=C(NNc1ccc(C(F)(F)F)cc1[N+](=O)[O-])c1ccc(NS(=O)(=O)c2ccc(F)cc2)cc1	-29.4	-0.1
CCCOc1ccc(CN(CCC#N)C(=S)NC(=O)c2ccccc2)cc1	-16.3	0.0
CCNC(=O)C[C@H]1CC[C@H]2[C@@H](COc3ccc(NC(=O)c4cccc(C#N)c4)cc3C(=O)N2C)O1	1.7	-0.1
Cc1ccc(/C=N/NC(=O)C2(O)c3ccccc3-c3ccccc32)o1	0.6	0.0
O=C(COC(=O)C1(c2ccccc2F)CCCC1)NCc1ccc2c(c1)OCO2	-22.9	0.0
O=C(N/N=C/c1ccc(-c2ccccc2Cl)o1)c1ccccc1	-14.4	0.0
COc1ccc(/C=C2\N=C(C)N(c3ccc(C(=O)O)cc3)C2=O)cc1OC	22.4	-0.1

Grouped by structure: the entries above with a Cl atom
SMILES	INS-1E GSIS act	Xi reactivation
Cn1c(N)c(C(=O)COC(=O)CNS(=O)(=O)c2cccc(Cl)c2)c(=O)n(C)c1=O	-9.8	0.1
O=C(N/N=C/c1ccc(-c2ccccc2Cl)o1)c1ccccc1	-14.4	0.0

Retrieved by structure from the list above, three records:
SMILES	INS-1E GSIS act	Xi reactivation
O=C(N/N=C/c1ccc(-c2ccccc2Cl)o1)c1ccccc1	-14.4	0.0
CC[C@@H]1CC=CC[C@H](C)Oc2ccccc2C(=O)N(C)[C@@H](C(C)C)C(=O)N1 (mixture of isomers)	-8.1	0.0
COc1ccc(-c2[nH]ncc2C=O)cc1	2.2	-0.2

The results go on:
SMILES	INS-1E GSIS act	Xi reactivation
COCC(=O)N1CCC2(CC1)CN(Cc1cc(F)ccc1F)[C@@H](CO)c1c2c2ccc(OC)cc2n1C	-5.2	0.0
CC1CCN(CC(=O)Nc2ccccc2Sc2ccccc2)CC1	-1.9	0.2
CC(C)[C@H]1C/C=C\CCNC(=O)[C@@H](C)CC(=O)N1	15.0	0.1
NC(Cc1ccc(O)c([N+](=O)[O-])c1)C(=O)O (configuration not stated)	10.0	-0.1
CC(C)COC(=O)N(C)C[C@H]1OCc2ccccc2-c2c(n(C)c3ccccc23)C(=O)N([C@H](C)CO)C[C@H]1C	11.7	0.1
O=C1N[C@@H](c2ccccc2)COCc2cn(nn2)CC[C@@H]1Cc1ccc(-c2ccccc2)cc1	-7.8	0.0
C[C@H]1CN(C)C(=O)c2cccc(N(S(C)(=O)=O)S(C)(=O)=O)c2O[C@H]1CN(C)C(=O)OC(C)(C)C	-1.2	0.2
CC(=O)N1C[C@@H]2C(c3ccc(Br)cc3)[C@H](C1)N2C(=O)NC(C)C (some centres not stated)	-1.8&22.1	0.2&-0.1
CCCCc1nc2ccccc2n1CC(=O)NN	18.4	-0.1
Cc1ccc(OCC(=O)OCC(=O)Nc2sccc2C(N)=O)cc1C	-26.6	-0.1
CC(=O)Nc1ccc2c(c1)CC(=O)N(C)C[C@@H](C)[C@H](CN(C)C)O2	0.6	0.0
Cc1ccc(NC(=O)CNc2ccc(Cl)cc2F)cc1	0.7	-0.1
C[C@@H]1CN([C@@H](C)CO)C(=O)Cc2cc(NC(=O)NC3CCCCC3)ccc2O[C@H]1CN(C)Cc1ccc(C(=O)Nc2ccccc2N)cc1	-1.0	-1.4
CCCCNc1nc(N)nc(-c2cc(Cl)ccc2O)n1	-21.3	0.5
CCc1ccccc1NC(=O)CN(C)C(=O)CSc1nn(-c2ccccc2)c(=S)s1	-4.1	-0.1
CCCCNC(=O)CSc1nc2ccccc2n1S(=O)(=O)c1ccc(Br)cc1	10.8	0.0
C/C(=N\NC(=O)c1ccccc1-n1cccc1)C1CC1	6.1	0.6
O=C1CS/C(=N/N=C2CCCC2)N1	11.8	0.0
CCN1CCN(c2ccc(S(=O)(=O)N(CC)CC)cc2[N+](=O)[O-])CC1	20.2	0.6
COc1ccc([C@@H]2C/C=C\C[C@H](c3ccc4c(c3)OCO4)NC(=O)CCC(=O)N2)c(OC)c1	-9.4	0.1
Nc1nnc(SCC(=O)OCc2ccc(F)cc2)s1	-1.0	-0.1
CCN1CCN(C(=S)NCC(C)C)CC1	37.1	0.1
Cc1cc(C)nc(SCc2ccc(C(=O)NN=C3C4CC5CC(C4)CC3C5)cc2)n1	4.1	0.0
O=C1CC(C(=O)Nc2ccc(F)cc2)S/C(=N\N=C\c2ccco2)N1 (configuration not stated)	2.1	0.1
COc1ccc(/C=N/NC(=O)c2ccc(N(C)S(=O)(=O)c3ccccc3)cc2)cc1	1.3	0.0

Grouped by structure: those above with a thiophene ring, fused or not.
SMILES	INS-1E GSIS act	Xi reactivation
Cc1cc(C)c(NC(=O)COC(=O)Cc2ccsc2)c(C)c1	10.9	0.1
Cc1ccc(OCC(=O)OCC(=O)Nc2sccc2C(N)=O)cc1C	-26.6	-0.1

Going on with the list:
SMILES	INS-1E GSIS act	Xi reactivation
COc1ccc2c3c([nH]c2c1)[C@H](CO)N(C)CC31CN(C(=O)Nc2c(C)noc2C)C1	7.0	0.1
CC(=O)N(C)C[C@@H]1Oc2ccccc2CC(=O)N(C)C[C@H]1C	-4.3	0.3
CC(=O)N1CC(=O)N2[C@H](CO)[C@H](c3ccc(-c4ccc(C#N)cc4)cc3)[C@@H]2C1	18.3	0.5
Cn1c(CCNC(=O)c2cccs2)n[nH]c1=S	4.1	0.0
O=C(NCc1ccccc1Cl)c1ccc(S(=O)(=O)Nc2cccc(C(F)(F)F)c2)cc1	-31.2	0.5
CCC(=O)N1[C@H](CO)[C@H](c2ccc(C#CC3CCCC3)cc2)[C@@H]1CNC(C)C	-6.6	0.0
Cc1cccc(C(=O)N[C@H](C(=O)Nc2nnc(C3CC3)s2)C(C)C)c1	10.2	0.0
C/C(=N\Nc1ccc(F)cc1)c1ccncc1	16.7	0.0
C/C(=N/Nc1ccc(C(=O)O)cc1)c1ccc(O)c(O)c1O	5.7	-0.1
Cc1ccc2nc(SCC(=O)NC3CCCc4ccccc43)[nH]c2c1 (configuration not stated)	-23.5	0.0
Cc1noc(C)c1NC(=O)Nc1ccc2c(c1)CC(=O)N([C@H](C)CO)C[C@H](C)[C@@H](CN(C)S(=O)(=O)c1c(C)noc1C)O2	3.7	-0.1
Cc1cc(Br)c(OCc2ccc(C(=O)N/N=C3\CC4CC=CC34)cc2)c(Br)c1 (configuration not stated)	-10.1	0.3
O=[N+]([O-])c1ccc(O)c(C=Nc2ccc3c(c2)OCCO3)c1	-24.5	0.2
COc1ccc2c3c([nH]c2c1)[C@@H](CO)N(C(C)=O)CC31CN(C(=O)c2cccc(F)c2)C1	9.0	0.2
Cc1ccccc1OCC(=O)N/N=C/c1ccncc1	21.3	0.0
O=C(CN1C(=O)/C(=C/c2ccccc2F)Oc2ccccc21)N1CCN(c2ccccn2)CC1	10.7	0.1
O=C(COC(=O)CNC(=O)c1ccccc1F)NCCC1=CCCCC1	-11.5	0.2
Cc1ccc(S(=O)(=O)NCC(c2ccco2)N2CCOCC2)cc1 (configuration not stated)	37.8	0.1
CCC(=O)Nc1ccc2c(c1)OC[C@@H](C)N(Cc1nccs1)C[C@@H](C)[C@H](OC)CN(C)C2=O	0.5	0.0
CCc1ccc(/C=C(\Cl)c2nc3cc(Cl)ccc3c(=O)[nH]2)cc1	40.8	-0.3
CCCCOC(=O)/C=C/c1ccc(OC(=O)OC)c(OC(=O)OC)c1	-21.7	0.5
N#Cc1c(Nc2ccccc2)sc(C(=O)c2ccc(F)cc2)c1N	-11.4	0.0
COc1cc(-c2cc(C(=O)Nc3nc4ccccc4s3)c3ccccc3n2)cc(OC)c1OC	-29.3	0.3
O=C1CCCCn2cc(nn2)COC[C@@H](c2ccccc2)N1	17.4	-0.1
O=C1CCC/C(=N\NC(=O)c2ccc(NS(=O)(=O)c3ccc(Br)cc3)cc2)C1	10.7	0.3
(next part)
SMILES	INS-1E GSIS act	Xi reactivation
O=c1c2ccc(Cl)cc2[nH]c(=S)n1CCC1=CCCCC1	165.7*	-0.1
N#C/C(=C\c1ccc(-c2ccc(S(=O)(=O)N3CCOCC3)cc2)o1)C(=O)NC1CC1	-4.8	0.0
CNc1ccc(Br)cc(C(=O)/C=C/c2ccc(OC)cc2)c1=O	-6.0	0.1
CC(C)[C@H]1C(=O)N[C@@H](c2cccc(Cl)c2)CC=CC[C@H](C)Oc2ccccc2C(=O)N1C (mixture of isomers)	-19.7	-0.1
CC(C)NC(=O)N(C)C[C@H]1Oc2ccc(NS(C)(=O)=O)cc2C(=O)N(C)C[C@H]1C	5.7	0.2
C/C=C/c1ccc([C@H]2[C@H](CO)N(S(=O)(=O)Cc3ccccc3)C23CN(C(=O)C2CC2)C3)cc1	-22.7	0.1
O=C(CCCOc1ccccc1)Nc1ncccn1	8.3	0.1
CC(=O)N1c2ccccc2N(Cc2ccc([N+](=O)[O-])cc2)C(=O)C1(C)C	3.7	-0.1
CC(C)(C)CC(C)(C)NC(=S)Nc1ccc(S(=O)(=O)N2CCOCC2)cc1	-14.6	0.0
Cc1ccc(-n2nc(C)c3c(C(=O)OCC(=O)N(C)C4CCS(=O)(=O)C4)cc(-c4ccccc4)nc32)cc1 (configuration not stated)	25.5	0.2
COc1ccc(-n2cc(-c3ccc(C)cc3)[n+]3c2SCC3)cc1	-31.7	0.1
O=C(COC(=O)[C@H](Cc1ccccc1)NC(=O)c1cccs1)Nc1ccccc1C(F)(F)F	-19.2	0.2
COP(=O)(OC)c1nc(-c2ccccc2)oc1N1CCOCC1	-6.7	0.0
O=C(CNC(=O)c1ccccc1F)N/N=C/c1cc(Br)ccc1OC(=O)/C=C/c1ccco1	-19.2	-0.1
C[C@@H]1CN(C)C(=O)c2cc([N+](=O)[O-])ccc2O[C@@H]1CN(C)C(=O)OC(C)(C)C	16.0	0.2
O=C(CN1CCN(Cc2ccccc2)CC1)N=Nc1c(O)[nH]c2ccccc12	7.8	0.1
CC(=O)c1sc(N/N=C\c2ccc(Br)cc2)nc1C	-12.7	-0.1
Cc1cc(Oc2cc(N)cc([N+](=O)[O-])c2)ccc1Cl	-10.0	0.3
C[C@@H]1CN(C)C(=O)c2ccccc2O[C@H]1CN(C)S(C)(=O)=O	0.3	0.3
COc1ccccc1NC(=O)Cc1nc(CCl)cs1	8.4	-0.1
CCCCCC(=O)Nc1ccc2ccccc2c1	-11.5	0.2
FC(F)(F)c1ccc(Cl)c(N/N=C/c2ccc(N3CCOCC3)s2)c1	-7.1	0.2
CCc1ccc(OCC(=O)Nc2ccc(-c3cc4ccccc4oc3=O)c(OC)c2)cc1	-27.7	0.2
CCOc1cc(N2CCCC2)ccc1[N+](=O)[O-]	9.7	0.0
CCOP(=O)(OCC)c1nc(-c2cccc3ccccc23)oc1N1CCOCC1	-15.6	0.1
CC(C)NC(=O)Nc1ccc2c(c1)C(=O)N(C)C[C@@H](C)[C@H](CN(C)C(=O)NC(C)C)O2	-5.6	0.3
Cc1ccc(S(=O)(=O)N(C)C)cc1NC(=O)CN1C(=O)NC2(CCCc3ccccc32)C1=O (configuration not stated)	-14.9	0.0
CC(=O)c1cc2c(C)c(C(=O)c3ccccc3)oc2cc1O	-9.4	0.3
CC(C)c1onc(C(=O)N(C)C2CCCCC2)c1[N+](=O)[O-]	7.9	0.0
O=C(Cc1ccccc1)Nn1c(O)c(/C=C2\C=Nc3ccccc32)sc1=S	-27.0	0.1

From PubChem
